Screens: PubChem BioAssay, Fisher Drug Discovery Resource Center
hcGAS inh: blocks human cGAS activity; recombinant h-cGAS, ATP depletion, Kinase-Glo luminescence; AID 1259398; inhibition, % at 12.5 µM; 0.081% of 290,000 active;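 note: 0% = vehicle reaction and 100% = reaction without DNA for no activity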
Target sequence (Q8N884 whole entry, looked up): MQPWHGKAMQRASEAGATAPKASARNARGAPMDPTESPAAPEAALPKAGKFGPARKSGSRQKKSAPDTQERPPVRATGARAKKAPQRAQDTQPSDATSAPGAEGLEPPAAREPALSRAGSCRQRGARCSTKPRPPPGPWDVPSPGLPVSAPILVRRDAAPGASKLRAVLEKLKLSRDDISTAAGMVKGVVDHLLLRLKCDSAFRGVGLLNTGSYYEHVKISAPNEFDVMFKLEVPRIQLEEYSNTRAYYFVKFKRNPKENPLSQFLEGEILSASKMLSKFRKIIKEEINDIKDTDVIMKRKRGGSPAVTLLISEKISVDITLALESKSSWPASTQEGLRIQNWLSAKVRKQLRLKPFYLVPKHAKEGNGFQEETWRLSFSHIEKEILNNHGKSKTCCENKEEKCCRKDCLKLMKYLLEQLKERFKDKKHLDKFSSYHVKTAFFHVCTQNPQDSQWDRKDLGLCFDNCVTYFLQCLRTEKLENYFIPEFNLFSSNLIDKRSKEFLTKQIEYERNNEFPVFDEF
NPYLR7 ag: activates Aedes aegypti NPYLR7 receptor. HEK293T NPYLR7/Galpha15, GCaMP6s calcium fluorescence. activation, % at 10 µM. 0.15% of 270,000 active. AID 1259423; in the data active = activation above about 40%;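 note: 0% = vehicle and 100% = reference agonist at the receptor; some compounds past the cut are filed as inactive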
mcGAS inh: blocks mouse cGAS activity; recombinant cGAS, Kinase-Glo ATP depletion luminescence; inhibition, % at 12.5 µM; 0.15% of 160,000 active; AID 1259399;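 note: 0% = negative control wells and 100% = reference inhibitor with no enzyme activity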
* hit, by the source's call; / = no result given; & = joins results of further samples. Cut-off read from the data, not from the text of the source, unless noted: active = inhibition above about 40%; inactive = the rest.

SMILES	hcGAS inh	NPYLR7 ag	mcGAS inh
CC(C)c1ccccc1NC(=O)c1ccc(-n2nc(-c3cccc(C(F)(F)F)c3)cc2N)cc1	-4	0	-5
CCC(C)N(Cc1c(-c2ccc(F)cc2)noc1N1CCOCC1)C(=O)Nc1ccc(C)cc1 (stereo not given)	0	-7	0
CSc1ccccc1NC(=O)C1(C)CCN1C(=O)Cc1ccc(C(C)C)cc1 (stereo not given)	1	-3	-2
O=C(NCc1ccc(F)cc1)c1cc(-c2ccccc2Cl)nc2ccccc12	-5	4	-7
COc1ccccc1NC(=O)N(CC(=O)Nc1cc(C(C)(C)C)nn1-c1ccccc1Cl)Cc1ccccc1	-1	-5	0
CC(C)(C)N=C1NN=C(c2ccc(Cl)c(Cl)c2)CS1	-5	0	-5
COc1ccc(S(=O)(=O)NCC(C)C)c2ccccc12	0	0	/
COc1cccc(C(=O)Nc2c(-c3cccc(Cl)c3)nc3ccc(C)cn23)c1	-8	-4	-9
Nc1ccc(-c2cc(NC3CCCC3)nc3[nH]ccc23)nc1	-6	4	/
CCOC(=O)c1nn(-c2ccc(C)cc2)c(=O)cc1N1CCN(c2cccc(C(F)(F)F)c2)CC1	-1	7	/
COc1cc(-c2nc(C=Nc3ccc(I)cc3C)c(O)o2)cc(OC)c1OC	-6	-1	/
O=C(Cn1c(=O)oc2ccccc21)N1CCN(Cc2ccc(Cl)s2)CC1	6	-4	/
Cc1ccc(F)c(OCCCS(C)(=O)=O)c1	4	-3	/
O=C(COCc1ccccc1)N(CC(=O)N1CCc2sccc2C1c1ccc(Cl)cc1Cl)Cc1ccco1 (stereo not given)	-8	-6	-5
COCCOc1nc(-c2ccccc2F)n(-c2ccc(NC(=O)c3ccc([N+](=O)[O-])cc3)cc2)n1	-1	15	-8
CCN(CC)C(=O)CSc1nc2c(-c3ccccc3)c[nH]c2c(=O)n1C	-2	-2	-3
CC1COCC(C)N1C(=O)C1SCCc2sccc21 (stereo not given)	-4	0	-10
Cc1onc(-c2ccccc2)c1C(=O)N1CCC(c2nc(-c3ccc(C(F)(F)F)cc3)no2)CC1	-5	16	-3
COc1cc(C(=S)N2CCOCC2)cc(OC)c1OC(=O)CCc1ccccc1	-6	-6	/
O=C(O)C1c2ccccc2C(=O)N(Cc2ccccc2)C12CCCC2 (stereo not given)	-10	26	/
COc1ccc(NC(=O)N2CCN3CCN(C)CC3C2)cc1Cl (stereo not given)	-2	-2	/
O=C(Nc1ccc2n(c1=O)C[C@H]1C[C@@H]2CN(C(=O)c2ccccc2)C1)c1ccc(-c2ccccc2)cc1	-4	-8	-6
O=C(Cn1cnc(-c2ccccc2)cc1=O)N1CCOCC1	-2	10	/
O=C(C1CC1)N(c1ccc(Cl)cc1)C1C=CS(=O)(=O)C1 (stereo not given)	-5	7	-3
CCCc1cc(CN(C)C(=O)CC2(c3ccccc3)CC(=O)N(Cc3cccs3)C2=O)[nH]n1 (stereo not given)	-4	32	-8
Cc1nc2ccccc2nc1N1CCN(C(=O)C(C)C)CC1	-5	25	/
CC(c1ccc(-c2nccn2Cc2ccco2)cc1)N(C)C (stereo not given)	-8	9	-12
c1cc2nnnn2nc1NCC1(N2CCOCC2)CCSC1 (stereo not given)	11	0	/
Cc1cc(C)c2c(=O)n(CC(=O)Nc3cccc(C#N)c3)n(C)c2n1	-17	6	/
COC(=O)CCC(=O)N1CCN(c2nc3cc(C)c(C)cc3nc2-c2ccccc2)CC1	-1	6	-5
O=S(=O)(NC1CCCCC1)c1ccc(Cl)s1	-2	-1	/
COC(=O)C1=C(C)NC(=O)NC1c1ccco1 (stereo not given)	-3	-1	-3
CSc1cccc(NC(=O)CN2C(=O)c3cccc4cccc2c34)c1	5	-8	/
CCC(C(=O)N1CCN(C(C(=O)Nc2ccc(C(C)C)cc2)C2CCCC2)CC1)c1ccccc1 (stereo not given)	-4	-1	-3
COc1ccc(S(=O)(=O)N2CCC(Cc3ccccc3)CC2)cc1N1CCN(C(=O)c2cc(F)cc(C(F)(F)F)c2)CC1	-2	3	-6
O=C(CCC(=O)N1CCc2ccccc21)N1CCc2ccccc2C1	-4	-6	-3
COc1ccc(CNC(=O)c2cc(Cl)cc(Cl)c2)cn1	-3	-2	/
Cc1ccc(NC(=O)CSc2nc(=O)n(Cc3ccncc3)c3c2CCCC3)cc1	-5	0	-8
Cc1ccc(-c2noc(-c3ccc(C)cc3)n2)cc1	-2	4	-6
O=C(O)c1ccccc1CN1CCCN(Cc2ccccc2F)CC1	0	-4	/
Cc1ccc(/C=C2/SC(=S)N(CCCC(=O)O)C2=O)cc1	-3	0	6
O=[N+]([O-])c1ccc2c(c1)CCN2	-10	0	/
CC(C)c1nn(-c2ccccc2Cl)c(C(C)C)c1C(=O)NCc1ccco1	-3	27	-4
Cc1cc(C)c2sc(N(CCN(C)C)C(=O)c3ccccc3[N+](=O)[O-])nc2c1	-7	-9	-7
CCOc1ncccc1C(=O)N1CC[C@H](O)[C@@H](O)C1	-6	19	-16
COc1ccc(C)cc1S(=O)(=O)N1CCC(c2nc(-c3ccccc3Cl)no2)CC1	0	-8	-5
COC(=O)C(c1ccc(OC)cc1)C1C=CC(NC(=O)c2c(Cl)cc(Cl)cc2Cl)C1 (stereo not given)	2	6	2
COC(=O)c1cccc(NC(=S)N[C@H]2CO[C@H]3[C@@H]2OC[C@H]3OC(=O)NC2CCCCC2)c1	0	-9	-3
Oc1ccc(C=NNc2ccc(C(F)(F)F)cn2)cc1	1	-9	/
CCCN(C)c1cc(Cl)nc(SCc2ccc(C(=O)NCc3cccnc3)cc2)n1	-4	11	-3
CNc1nnc(SCc2csc(-c3ccc(C)o3)n2)s1	-8	3	-17
COc1ccc(CCNC(=O)c2ccccc2N2CCC(NC(=O)c3ccc([N+](=O)[O-])cc3)CC2)cc1	1	-12	2
CCc1ccc(S(=O)(=O)N2CCN(Cc3nnnn3-c3cccc(F)c3)CC2)s1	-4	2	-8
O=C(NOCc1ccccc1)C1CCN(S(=O)(=O)c2ccc(F)cc2)CC1	1	-19	0
O=C(C1CC2(CCNCC2)CN1)N1CC(n2cccn2)C1 (stereo not given)	-7	17	/
COc1cc(/C=N\NC(=O)CSc2nnc(-c3ccc(Cl)cc3)n2-c2ccccc2)ccc1O	-2	-4	-7
Cc1ccc(CCNC(=O)c2ccc(-n3nc(C)cc3C)cc2)cc1	-3	4	-2
O=C(CN1CCN(c2ccc(F)c(F)c2)C1=O)Nc1cccc2nsnc12	-6	3	/
Cc1ccc(CNc2nc(N)c([N+](=O)[O-])c(N3CCCCC3)n2)cc1	-8	-5	/
Cc1nc(SC(F)F)c2c3c(sc2n1)CCCC3	-2	-1	-3

(more compounds)
SMILES	hcGAS inh	NPYLR7 ag	mcGAS inh
COc1ccc(C(=O)N2CCN(c3cc(C)ccc3F)C(=O)C2C)cc1 (stereo not given)	-2	-7	-3
COc1ccc(-c2nnc3ccc(SCC(=O)Nc4nccs4)nn23)cc1OC	2	7	-5
Cc1ccc(-n2ncc3c(=O)n(NC(=O)c4ccc(S(=O)(=O)N(C)C)cc4)cnc32)cc1C	-9	3	/
Cc1n[nH]c(C)c1NC(NC(=O)c1ccco1)(C(F)(F)F)C(F)(F)F	-5	2	/
NC(=O)c1cnc2n1CCN(C(=O)c1ccc(C3CCCO3)s1)C2 (stereo not given)	5&-8	-4&9	/
CC(C)NC(=O)CSCc1ccc(OC(F)(F)F)cc1	-6	12	-6
COC(=O)c1ccc(NC(=O)CCc2nc(-c3cccs3)no2)cc1	-7	-9	/
CN(C)c1ccc(C(=O)N2CCOC(COCc3ccccc3F)C2)cc1 (stereo not given)	-2	-6	1
COc1ccc(CNc2c[nH]c(=O)cc2C)cc1OCCCC#N	15	3	/
C=CC(=O)N1CCC(n2c(=O)oc3ccc(OC)cc32)CC1	-4	3	-3
C=C1CCC2OC(=O)C(C)=C2C2C1C13OC1(CC(C)C3=O)C1OC21C (stereo not given)	-6	-7	-8
COc1ccc(CC2CN(C(=O)c3ccc4nc(C)[nH]c4c3)CCO2)cc1 (stereo not given)	-7	7	-13
Cc1ccc(-n2c(SCc3ccc(C(=O)NCc4ccc5c(c4)OCO5)cc3)nnc2-c2cccnc2)cc1	-7	18	-6
CCc1nc(N2CCN(C(=O)c3ccc(OC)cc3)CC2)c2c3c(sc2n1)CCCC3	-6	-10	-5
CCCC(=O)Nc1cc(-c2ccc(OCC)nn2)ccc1C	-6	1	/
CCc1nnc(C(C)NC2CCCCC2C)o1 (stereo not given)	1	5	/
C=C(Br)CN(C)Cc1nc(C(C)OC)no1 (stereo not given)	-7	4	/
COc1ccc(S(=O)(=O)NC(=O)C2(C)CCN2C(=O)CC2CCCCC2)cc1OC (stereo not given)	-11	1	/
CCn1c(SCc2ccc(C(=O)NCc3ccc(F)cc3)cc2)nnc1-c1cccc(OC)c1	-6	15	-7
Cc1ccc2c(c1)c(=O)c(C(=O)N(C)Cc1nc3ccc(F)cc3[nH]1)cn2C	0	7	/
CC(C)n1c(CNC(=O)c2ccccc2O)n[nH]c1=S	-8	0	/
CS(=O)(=O)Oc1ccc(Cl)cc1CN(Cc1ccco1)C(=O)c1cccs1	-3	/	-7
O=C(O)CCc1nnc(SCc2ccc(F)cc2)[nH]c1=O	-3	11	/
CCc1ccc(CN(CCOC)C(=O)C2CCOCC2)cc1	-9	/	-11
Cc1c(C(=O)N2CCCC(C)C2)c(C(F)(F)F)nn1C1CCCN(C)C1 (stereo not given)	-2	11	/
O=C(c1c[nH]c2cc(Cl)ccc2c1=O)N1CC[C@H](CO)[C@H](O)C1	-3	10	/
COCCOc1nc(-c2ccc(F)cc2)n(-c2ccc(NC(=O)CC(C)(C)C)cc2)n1	-2	9	-6
COc1ccc(N2C(=O)c3ccccc3NC2c2ccc3c(c2)OCO3)cc1 (stereo not given)	-5	-6	-5
CSc1ccccc1NC(=O)CCC(=O)N1C[C@H]2CC[C@H]1C2	4	-8	0
Cc1ccc(-c2c(C)oc(C)c2C(=O)NC(Cc2ccccc2)c2ccccc2)cc1 (stereo not given)	-7	1	-5
CN1C(=O)C2(CCN(C(=O)CCN3CCNCC3)CC2)c2ccccc21	3	-1	2
CN1C(=O)CC(C(=O)Nc2nncs2)C1c1cccc(Cl)c1 (stereo not given)	-10	4	/
Cc1ccc2c(c1)c(C1CCN(C(=O)[C@H](OC=O)c3ccccc3)CC1)cn2C	-4	17	-4
O=C(NCc1cc(-c2ccc(F)cc2F)on1)C12CC3CC(CC(C3)C1)C2	-11	0	-8
CC1Cc2c(NC(=O)c3cccs3)nn(C)c2NC1=O (stereo not given)	-6	-16	-9
CCC(CC)NS(=O)(=O)c1ccc(C(N)=O)cc1	-2	-1	-4
O=c1[nH]nc(SCC2CSc3nnc(-c4ccncc4)n32)n1C1CC1 (stereo not given)	-8	2	-16
O=C1OC(c2ccccc2)=NC1=Cc1cc(Cl)c2c(c1)OCCO2	-11	1	-9
Cc1cc(C)c2c(CC(=O)N3CC(c4ccncc4)C3)coc2c1C	-4	1	-15
Cc1ccc(S(=O)(=O)c2ccc(N3CCC(C(=O)OCc4ccccc4)CC3)nn2)cc1	-7	6	-2
CCC(CC)C(=O)N1CCC(Cc2ccc3c(c2)OCO3)CC1	-4	2	-4
Cc1ccc(-c2coc3ccccc3c2=O)c2cccnc12	-5	27	/
COC(=O)c1ccc(OCC(=O)N2CCOC(C)C2)c(Br)c1 (stereo not given)	6	-6	/
O=C(CNC(=O)c1ccccc1)NCCN1C(=O)SC(=Cc2ccccc2F)C1=O	2	-18	/
CNC(=O)NC1CCCN(c2ccccc2Cl)C1 (stereo not given)	-10	7	/
COc1ccc(CNC(=O)CCC2(Cc3ccc(Cl)cc3)CCC(=O)N2)cc1 (stereo not given)	-7	3	-13
CCOc1ccccc1-c1noc(CNCC2CN(C)CCO2)n1 (stereo not given)	-8	7	/
C#CCOC(=O)c1ccccc1C(=O)N(CC)CC	-3	-2	/
Cc1nc(-c2ccc(-c3cccs3)s2)n(CC(=O)NOCc2ccccc2)c1C	-3	8	/
Cc1cccc(CN2CCN(C(=O)c3cc(C)c(C)n(C)c3=O)C(C)C2=O)c1 (stereo not given)	-3	0	-20

15 successive entries out of the list so far, for reference:
SMILES	hcGAS inh	NPYLR7 ag	mcGAS inh
Cc1ccc2c(c1)c(C1CCN(C(=O)[C@H](OC=O)c3ccccc3)CC1)cn2C	-4	17	-4
O=C(NCc1cc(-c2ccc(F)cc2F)on1)C12CC3CC(CC(C3)C1)C2	-11	0	-8
CC1Cc2c(NC(=O)c3cccs3)nn(C)c2NC1=O (stereo not given)	-6	-16	-9
CCC(CC)NS(=O)(=O)c1ccc(C(N)=O)cc1	-2	-1	-4
O=c1[nH]nc(SCC2CSc3nnc(-c4ccncc4)n32)n1C1CC1 (stereo not given)	-8	2	-16
O=C1OC(c2ccccc2)=NC1=Cc1cc(Cl)c2c(c1)OCCO2	-11	1	-9
Cc1cc(C)c2c(CC(=O)N3CC(c4ccncc4)C3)coc2c1C	-4	1	-15
Cc1ccc(S(=O)(=O)c2ccc(N3CCC(C(=O)OCc4ccccc4)CC3)nn2)cc1	-7	6	-2
CCC(CC)C(=O)N1CCC(Cc2ccc3c(c2)OCO3)CC1	-4	2	-4
Cc1ccc(-c2coc3ccccc3c2=O)c2cccnc12	-5	27	/
COC(=O)c1ccc(OCC(=O)N2CCOC(C)C2)c(Br)c1 (stereo not given)	6	-6	/
O=C(CNC(=O)c1ccccc1)NCCN1C(=O)SC(=Cc2ccccc2F)C1=O	2	-18	/
CNC(=O)NC1CCCN(c2ccccc2Cl)C1 (stereo not given)	-10	7	/
COc1ccc(CNC(=O)CCC2(Cc3ccc(Cl)cc3)CCC(=O)N2)cc1 (stereo not given)	-7	3	-13
CCOc1ccccc1-c1noc(CNCC2CN(C)CCO2)n1 (stereo not given)	-8	7	/
